TRPC6 inh: mouse TRPC6 channel inhibitors, primary screen, cell-based, HEK293, membrane potential dye | Short transient receptor potential channel 6 (Mus musculus), Q61143 | ACh-evoked depolarization; stronger effect = lower value | B-score at 10 µM | 1.1% of 310,000 active | AID 2553, 2010;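 active means B-score under library mean minus 3 SD, initial fluorescence not abnormally high, positive integrated signal ratio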;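 further: B-score derived from integrated fluorescence ratio over the kinetic read; more negative B-score means stronger inhibition of depolarization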
TRPC4 block: inhibitors of mouse TRPC4 channel, primary screen, Fluo4 calcium, HEK293 TRPC4beta/mu-opioid cells; 0.39% of 300,000 active; B-score at 10 µM; DAMGO-evoked Fluo4 calcium flux; stronger effect = lower value; Short transient receptor potential channel 4 (Mus musculus), Q9QUQ5;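 active means B-score over 3 SD under the library average, no early fluorescence shift, positive overall ratio signal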
Target sequence (Q9QUQ5 whole entry, looked up): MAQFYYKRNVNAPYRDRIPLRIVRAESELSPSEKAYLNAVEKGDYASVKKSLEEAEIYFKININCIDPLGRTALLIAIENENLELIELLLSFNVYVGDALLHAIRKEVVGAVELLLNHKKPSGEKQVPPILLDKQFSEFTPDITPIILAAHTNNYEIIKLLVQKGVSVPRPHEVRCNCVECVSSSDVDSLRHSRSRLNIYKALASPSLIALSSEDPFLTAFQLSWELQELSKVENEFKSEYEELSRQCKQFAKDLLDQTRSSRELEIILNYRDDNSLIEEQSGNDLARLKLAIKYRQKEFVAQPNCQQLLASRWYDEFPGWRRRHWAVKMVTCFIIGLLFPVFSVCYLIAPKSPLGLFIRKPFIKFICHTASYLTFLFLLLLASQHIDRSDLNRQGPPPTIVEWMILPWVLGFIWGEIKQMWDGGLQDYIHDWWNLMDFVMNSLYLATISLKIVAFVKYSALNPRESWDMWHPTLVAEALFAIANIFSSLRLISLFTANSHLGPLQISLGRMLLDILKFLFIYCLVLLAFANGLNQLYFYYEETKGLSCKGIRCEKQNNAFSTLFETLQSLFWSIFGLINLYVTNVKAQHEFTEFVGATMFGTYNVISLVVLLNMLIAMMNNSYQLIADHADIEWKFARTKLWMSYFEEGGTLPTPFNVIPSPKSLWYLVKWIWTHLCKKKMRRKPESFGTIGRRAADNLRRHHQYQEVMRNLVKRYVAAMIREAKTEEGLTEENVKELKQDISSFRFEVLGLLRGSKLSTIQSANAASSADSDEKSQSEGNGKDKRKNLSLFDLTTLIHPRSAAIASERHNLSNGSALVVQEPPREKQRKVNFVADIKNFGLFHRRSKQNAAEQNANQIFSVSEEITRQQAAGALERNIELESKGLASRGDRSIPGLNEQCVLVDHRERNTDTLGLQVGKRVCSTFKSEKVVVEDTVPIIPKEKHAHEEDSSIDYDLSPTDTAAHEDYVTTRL
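Material: HEK293 cells with stable TRPC4beta plus mu-opioid receptor expression / Probe or stimulus: DAMGO in two steps, submaximal then maximal / Compound: single concentration per test compound / Technique: kinetic Fluo4 fluorescence imaging of calcium influx / Read-out: per-well B score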
TRPC6 act: mouse TRPC6 channel activators, primary screen, cell-based, HEK293, membrane potential dye; B-score at 10 µM; 0.13% of 310,000 active; Short transient receptor potential channel 6 (Mus musculus), Q61143; HEK293-TRPC6 membrane potential dye fluorescence; stronger effect = higher value;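 active means B-score of the integrated fluorescence ratio above library mean plus 3 SD, and starting fluorescence ratio within library mean plus 5 SD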;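 further: higher score means more depolarization so channel activation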
HIF act: HIF pathway transcriptional activators, primary screen, cell-based, U2OS HRE-luciferase, luminescence | U2OS HRE-luciferase reporter; normalized: DMSO 0%, desferrioxamine 100% | activation, % at 7.5 µM (by protocol) | 0.32% of 300,000 active | AID 1910, 2009;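 active means mean activation of at least 10% of the iron chelator positive control signal, with at least half of replicates also reaching 10%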
SKKanGAS inh: S. pyogenes SKKanGAS growth inhibitors in kanamycin, primary screen, streptokinase expression inhibitor project, SKKanGAS strain, BacTiter-Glo luminescence; 6 h; inhibition, % at 7.5 µM; 1.3% of 300,000 active; AID 1662, 2009;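 active means mean replicate score, as percent of positive control median, at least 50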;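 further: strain carries kanamycin resistance gene driven by streptokinase promoter and grows in 40 µg/ml kanamycin; loss of luminescence reflects streptokinase promoter inhibition or plain growth inhibition; 0% = median of DMSO wells and 100% = positive control at its reference dose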
MrgX1 antagonist: antagonists of human MrgX1 receptor, primary screen, HEK293 cells, Fluo-4 calcium flux; Mas-related G-protein coupled receptor member X1 (Homo sapiens), Q96LB2; BAM8-22 antagonism; stronger effect = lower value; B-score at 10 µM; 1.3% of 310,000 active;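 active means calcium-response B-score plate-corrected more than 3 library SD below zero, starting fluorescence within 5 deviations, no agonist response on first addition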;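 further: peak minus trough fluorescence over baseline after final BAM8-22 challenge near maximal dose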
Platelet DG rel: inhibitors of platelet dense granule secretion, primary screen, cell-based, MLPCN, human platelets; inhibition, %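 (compounds screened at 7.5 µM in platelet-rich plasma)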; human platelet-rich plasma, SFLLRN dense granule ATP release, luminescence; 0.22% of 300,000 active; AID 1663, 2009;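 active means mean replicate score, as percent of positive control, at or above 50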
RGS4 act: RGS4 potentiators or activators, primary screen, cell-based, HEK293 M3R inducible RGS4, calcium flux | carbachol calcium flux Fluo4; stronger effect = lower value | B-score at 10 µM | 0.92% of 310,000 active;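 active means B-score of the integrated calcium signal more than 4 SD below the library mean, with starting fluorescence not abnormally high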;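 further: negative B-score means reduced calcium response which marks RGS4 activation or potentiation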
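System: HEK293 FlpIn-TREx cells, stable M3R, doxycycline-inducible RGS4. Timing: overnight RGS4 induction, 30 min dye load 37 °C, 20 min compound RT. Also added: carbachol, ECmax concentration. Measured by: Fluo4 fluorescence kinetic imaging of calcium. Evaluation: integrated calcium ratio converted to B score.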
MrgX1 ag: agonists of human MrgX1 receptor, primary screen, HEK293 cells, Fluo-4 calcium flux; Fluo-4 calcium fluorescence, agonist mode; stronger effect = higher value; B-score at 10 µM; 0.44% of 310,000 active; AID 588627, 2011;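 active means calcium response B-score plate-corrected fluorescence ratio at least 3 library SD, with starting fluorescence B-score inside 5 SD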
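Test system: HEK293 cells stably expressing human MrgX1 receptor; Input: fifteen thousand cells per well; Dosing: compound delivered in addition one of three; Schedule: overnight seeding, then 1 h dark dye loading; Technique: Fluo-4 NW calcium fluorescence; Measure: B-scored fluorescence response ratio; Controls: positive and negative controls per plate.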
MrgX1 allo act: positive allosteric modulators of MrgX1, primary screen, HEK293 cells, Fluo-4 calcium flux; 0.63% of 310,000 active; FDSS; stronger effect = higher value; Mas-related G-protein coupled receptor member X1 (Homo sapiens), Q96LB2; B-score at 10 µM;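 active means plate-corrected calcium response at least 3 library SD above typical, normal starting fluorescence, not activating the receptor alone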;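 further: compound read alongside a low EC10 to EC30 dose of BAM8-22 agonist; peak minus trough fluorescence over baseline measured at the second addition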
RGS4 block: RGS4 inhibitors, primary screen, cell-based, HEK293 M3R inducible RGS4, calcium flux; Regulator of G-protein signaling 4 (Homo sapiens), P49798; Fluo-4 calcium flux; stronger effect = higher value; triggered by carbachol at its EC20; B-score at 10 µM; AID 463165, 2010; 0.45% of 310,000 active;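 active means B-score, a plate-corrected calcium signal, over three deviations above library mean, with baseline fluorescence within five deviations of library mean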;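 further: RGS4 expression induced by doxycycline in cells with stable M3 receptor; B-score is computed from the integrated fluorescence ratio over baseline after carbachol; higher B-score means a larger calcium signal and so more RGS4 inhibition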
The depositor's hits bear a star; i = inactive; . = not tested or not shown. A portion of the library; rates above refer to the full screens.

SMILES	TRPC6 inh	TRPC4 block	TRPC6 act	HIF act	SKKanGAS inh	MrgX1 antagonist	Platelet DG rel	RGS4 act	MrgX1 ag	MrgX1 allo act	RGS4 block
COC(=O)C1=C(c2cc3ccccc3o2)C[C@@H]2CC[C@H]1N2C(=O)NCc1ccco1	i	i	i	-0.3	-1.4	i	2.5	i	i	i	i
O=P(/C(=N/O)N1CCCCC1)(N1CCOCC1)N1CCOCC1	i	i	i	0.6	1.8	i	0.1	i	i	i	i
COc1ccccc1C1C([N+](=O)[O-])=C(N)Oc2c1c(=O)oc1ccccc21 (stereo not drawn)	i	i	i	-0.2	4.6	i	4.5	i	i	i	i
CC1CC(OP(O)(=S)c2ccc(N(C)C)cc2NC(=O)c2cccs2)CC(C)(C)C1 (stereo not drawn)	i	i	i	0.3	3.9	i	0.6	i	i	i	i
CN1c2ccc([N+](=O)[O-])cc2CC2(C(=O)NC(=O)N(c3ccc(Br)cc3)C2=O)C1c1ccccc1 (stereo not drawn)	i	i	i	-0.3	45.7	i	-9.0	i	i	i	i
COCc1ccc(CN2CCCC(C(=O)c3sccc3C)C2)o1 (stereo not drawn)	i	i	i	-0.5	-5.9	i	5.1	i	i	i	i
COc1ccc(C(C)=O)cc1Cc1c(O)[nH]c(=S)[nH]c1=O	i	i	i	0.6	0.8	i	-1.4	i	i	i	i
c1cncc(C2CC(c3cccs3)n3ncnc3N2)c1 (stereo not drawn)	i	i	i	0.0	-14.1	i	-9.7	i	i	i	i
COc1ccc(/C=C2\C(=O)NC(=S)N(C)C2=O)cc1C	i	i	i	-1.0	-6.7	i	-1.4	i	i	i	i
O=C1NC(=O)N(c2ccc3c(c2)OCO3)C(=O)/C1=C/c1cccs1	i	i	i	0.3	-10.9	i	10.8	i	i	i	13.5*
Cc1ccc(S(=O)(=O)NP(=O)(Oc2ccccc2)Oc2ccccc2)cc1	i	i	i	0.5	-5.7	i	-6.4	i	i	i	i
CCc1nn(CC(=O)N2CCC3(CC2)OCCO3)c(=O)c2cccn12	i	i	i	-0.5	1.5	i	-2.8	i	i	i	i
O=P(CN1CCN(c2ccccc2)CC1)(N1CCCCC1)N1CCCCC1	i	i	i	-0.2	-3.9	i	8.6	i	i	i	i
CC(=O)Nc1ccc(C(=O)C(Cc2ccccc2)N(C)C)cc1 (stereo not drawn)	i	i	i	-0.3	1.8	i	9.4	i	i	i	i
Nc1c(C(=O)NCc2ccco2)c2nc3ccccc3nc2n1CCN1CCCCC1	i	i	i	0.3	-2.5	i	0.0	i	i	i	i
c1ccc(P(c2ccccn2)c2ccccn2)cc1	i	i	i	-0.1	-8.2	i	15.6	i	i	i	i
CCc1cccc(CC)c1NC(=S)N1CC2CC(C1)c1cccc(=O)n1C2 (stereo not drawn)	i	i	i	-0.2	-2.3	i	-6.4	i	i	i	i
O=C1CN=C(c2ccccc2F)c2cc(Cl)ccc2N1	i	i	i	0.2	5.7	i	-8.7	i	i	i	i
Cc1onc(-c2c(Cl)cccc2Cl)c1C(=O)Nc1ccc2c(C(F)(F)F)cc(=O)oc2c1	i	i	i	-1.0	15.4	i	-4.6	i	i	i	i
CN1C(=O)C(=Cc2cc([N+](=O)[O-])ccc2N2CCCCC2)C(=O)N(C)C1=O	i	i	i	-0.3	7.1	i	-0.4	i	i	i	i
Cc1ccc(CC(=O)N2CCN(C)CC2)cc1	i	i	i	-0.7	-4.4	i	4.6	i	i	i	i
O=P(Nc1ccccc1)(Nc1ccccc1)Oc1ccc(Cl)cc1	i	i	i	0.2	10.1	i	-7.1	i	i	i	i
O=C(CN1CCCCC1)Nc1ccc(Br)cc1C(=O)c1ccccc1Cl	i	i	i	0.0	45.6	i	0.2	i	i	i	i
CCCCn1c(=O)c(C(=O)NCc2ccccc2OC)c(O)c2ccccc21	i	i	i	1.4	35.4	i	4.4	i	i	i	i
CN1CC(C(=O)c2ccc(Cl)cc2)C(c2ccccc2F)C1 (stereo not drawn)	i	i	i	-0.7	-12.0	i	-6.7	i	i	i	i
Remaining list, next part.
SMILES	TRPC6 inh	TRPC4 block	TRPC6 act	HIF act	SKKanGAS inh	MrgX1 antagonist	Platelet DG rel	RGS4 act	MrgX1 ag	MrgX1 allo act	RGS4 block
O=C1NC(=O)N(Cc2ccccc2)C(=O)/C1=C/N1CCCc2ccccc21	i	i	i	-0.5	-2.4	i	-1.7	i	i	i	i
COc1c(/C=C2/C(=O)NC(=O)N(C)C2=O)c(CCN(C)C(=O)c2ccccc2)cc2c1OCO2	i	i	i	-0.1	2.6	i	-2.0	i	i	i	i
Cc1ccc(C2=NC(C)(C)N3C2C3c2ccc([N+](=O)[O-])cc2)cc1 (stereo not drawn)	i	i	i	-0.1	7.4	i	0.9	i	i	i	i
Cc1cc(OC(=O)CCCNC(=O)OC(C)(C)C)c2c3c(c(=O)oc2c1)CCC3	i	i	i	0.2	9.1	i	4.0	i	i	i	i
Clc1cccc(C2NCCc3[nH]cnc32)c1 (stereo not drawn)	i	i	i	0.0	-12.8	i	-1.4	i	i	i	i
CCOC(=O)c1[nH]c2ccc(OC)cc2c1C(SCC(=O)O)c1ccc(C(F)(F)F)cc1 (stereo not drawn)	i	i	i	0.8	7.8	i	4.7	i	i	i	i
CN(C)CC1CSCCC1(O)c1ccc(Cl)cc1 (stereo not drawn)	i	i	i	-0.1	4.3	i	.	i	i	i	i
CC1CCCCN1CC(=O)c1ccc2cc[nH]c2c1 (stereo not drawn)	i	i	i	-0.2	1.1	i	-3.9	i	i	i	i
CCCSc1nc(O)c(CC)c(=O)n1C(C)CC (stereo not drawn)	i	i	i	-0.3	6.1	i	22.5	i	i	i	i
COC(=O)C(O)(c1ccc(NC(=O)c2cccs2)c(C)c1)C(F)(F)F (stereo not drawn)	i	i	i	-0.1	-1.3	i	3.6	i	i	i	i
COc1ccc(Cl)cc1NC1=NCC(C)S1 (stereo not drawn)	i	i	i	-0.2	3.4	i	3.6	i	i	i	i
O=C1NC(=O)N(c2ccc(F)cc2)C(=O)/C1=C/c1ccsc1	-5.49*	i	i	0.2	-2.6	i	-0.5	i	i	i	i
Cc1cc(Br)c(NC(=O)CN2CC=C(c3ccccc3)CC2)c(Br)c1	i	i	i	0.0	-6.3	i	-3.6	i	i	i	i
CNCC1(c2ccccc2)CCCC1	i	i	i	-1.1	-9.9	i	-8.4	i	i	i	i
Cc1ccc2cc(CNCCc3ccccc3C)c(=O)[nH]c2c1	-5.12*	i	i	-0.7	-3.7	i	0.1	i	i	i	i
O=C1C2CCN(CC2)C12CC2c1ccc(C(F)(F)F)cc1 (stereo not drawn)	i	i	i	-0.3	-1.0	i	3.5	i	i	i	i
O=C(C1CC(c2ccc(Cl)c(Cl)c2)=NO1)N1CCC2(CC1)OCCO2 (stereo not drawn)	i	i	i	2.8	-0.7	i	2.3	i	i	i	i
O=C(/C=C/c1ccc(F)cc1)NC(=S)N1C[C@H]2C[C@H](C1)c1cccc(=O)n1C2	i	i	i	0.2	1.9	i	2.7	i	i	i	i
CN1/C(=C\C=Nc2ccccc2)C(C)(C)c2ccccc21	i	i	i	0.4	0.3	i	3.7	i	i	i	i
CC12CN3CCN(CC(C3)C1O)C2 (stereo not drawn)	i	i	i	-0.6	-9.4	i	4.6	i	i	i	i
CCOc1ccccc1CN1CCCC(C(=O)c2cc(F)ccc2F)C1 (stereo not drawn)	i	i	i	0.5	-1.1	i	4.6	i	i	i	i
CN(C)c1nc(OCCNC(=O)COc2ccc(Cl)cc2Cl)nc(N2CCCCC2)n1	i	i	i	-0.1	-2.0	i	1.4	i	i	i	i
O=C1NC(=S)N(c2ccccc2)C(=O)C1C(c1ccncc1)C1C(=O)NC(=S)N(c2ccccc2)C1=O (stereo not drawn)	i	i	i	-2.1	-3.4	-7.61*	-14.6	i	i	i	i
COC1CCCCC1NCCc1ccccc1 (stereo not drawn)	i	i	i	-1.1	-6.7	i	-2.4	i	i	i	i
CCC(=Nc1ccc2c(c1)CCC2)c1c(O)n(C)c(=O)n(C)c1=O	i	i	i	0.0	14.1	i	23.3	i	i	i	i
CCOP(=O)(OCC)C(O)c1cccnc1 (stereo not drawn)	i	i	i	-0.3	1.2	i	6.1	i	i	i	i
CC(C)OP(=O)(O)NC(=O)c1ccccc1	i	i	i	-18.9	-5.0	i	0.0	i	i	i	i
C/C(=N\N(C)c1ccccc1)c1c(O)[nH]c(=O)[nH]c1=O	i	i	i	-0.4	2.4	i	-0.3	i	i	i	i
CCOC(=O)C1=C(N)Oc2c(c(=O)oc3ccccc23)C12C(=O)N(C)c1ccccc12 (stereo not drawn)	i	i	i	-0.9	12.1	i	-2.8	i	i	8.48*	i
C[C@H]1C[C@@H](C)C(=O)[C@@H]([C@H](O)CC2CC(=O)NC(=O)C2)C1	i	i	i	-0.3	-2.3	i	-2.4	i	i	i	i

5 neighbouring records already listed, for reference:
SMILES	TRPC6 inh	TRPC4 block	TRPC6 act	HIF act	SKKanGAS inh	MrgX1 antagonist	Platelet DG rel	RGS4 act	MrgX1 ag	MrgX1 allo act	RGS4 block
CCOP(=O)(OCC)C(O)c1cccnc1 (stereo not drawn)	i	i	i	-0.3	1.2	i	6.1	i	i	i	i
CC(C)OP(=O)(O)NC(=O)c1ccccc1	i	i	i	-18.9	-5.0	i	0.0	i	i	i	i
C/C(=N\N(C)c1ccccc1)c1c(O)[nH]c(=O)[nH]c1=O	i	i	i	-0.4	2.4	i	-0.3	i	i	i	i
CCOC(=O)C1=C(N)Oc2c(c(=O)oc3ccccc23)C12C(=O)N(C)c1ccccc12 (stereo not drawn)	i	i	i	-0.9	12.1	i	-2.8	i	i	8.48*	i
C[C@H]1C[C@@H](C)C(=O)[C@@H]([C@H](O)CC2CC(=O)NC(=O)C2)C1	i	i	i	-0.3	-2.3	i	-2.4	i	i	i	i
